Bioassay records as filed in PubChem BioAssay.
MC4R barr agon = agonists of human melanocortin 4 receptor (MC4R) beta-arrestin | U2OS MC4R beta-arrestin complementation, luminescence; percent of melanotan II response, DMSO zero | activation, % at 8.9 µM | AID 540308 | hit rate 0.98% among 360,000;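 active = activation above a per-plate cutoff, the mean activation of sample wells on that plate plus 3 SD, cut at about 8% in these data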
Glyco luc inh = N-linked glycosylation inhibition; reporter increase, % at 12.5 µM; D54 ERlucT glycosylation luciferase reporter, 24 h; percent of 100 nM tunicamycin response; hit rate 0.23% among 360,000;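 active = mean luciferase reporter signal, scaled so untreated is 0 and the glycosylation-blocking control 100, at or above a set limit in every replicate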;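 also: luciferase carries N-glycosylation sites so blocking glycosylation raises the light; 0% = median of neutral control wells and 100% = median of 100 nM tunicamycin wells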
HTR2A ag = activates the mouse 5-HT2A serotonin receptor; hit rate 0.66% among 360,000; P35363; CHO-K1 mHTR2A beta-arrestin complementation, luminescence; percent of 30 µM serotonin response; activation, % at 7.6 µM;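 active = activation above a run cutoff, the mean activation of all tested compounds plus 3 SD, cut at about 14% in these data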;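 also: 0% = plate median of compound wells and 100% = 30 µM serotonin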
ABHD5 PLIN5 PPI = ABHD5-PLIN5 protein interaction inhibition. Split G. princeps luciferase complementation, luminescence, 4 h. hit rate 0.78% among 360,000. inhibition, % at 4 µM;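 active = inhibition above the mean inhibition across every tested compound plus 3 SD, cut at about 22% in these data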;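 also: 0% = DMSO only wells and the 100% control is not disclosed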
TLR9-MyD88 inh = blocks human TLR9 binding to MyD88; inhibition, % at 4.98 µM; hit rate 0.21% among 340,000; CHO BLA complementation TLR9-MyD88, CCF4 FRET ratio;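 active = inhibition above the mean over all tested compounds plus 3 SD, cut at about 21% in these data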;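 also: 0% = DMSO only wells and 100% = clavulanate BLA inhibitor control wells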
Cardio protect = myocardial damage modulation in H9c2 cells; H9c2 cardiomyocytes, H2O2 injury protection, ATPLite, 2 h; hit rate 0.63% among 360,000; protection from H2O2 cell death, % at 20 µM;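 active = compounds giving at least 50% protection of heart cells from peroxide-induced death in the single-dose screen, raw or plate-pattern-corrected value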;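 also: 0% = DMSO wells with peroxide and 100% = DMSO wells without peroxide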
NOD2 RIPK2 PPI = NOD2-RIPK2 protein interaction inhibition; AID 624267; O43353; hit rate 0.38% among 360,000; CHO BLA complementation NOD2-RIPK2, CCF4 ratio; inhibition, % at 4.98 µM; in the data active = inhibition above about 21%;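 also: 0% = vehicle only and 100% = reference blocker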
SRC2 inh = human SRC2 (NCOA2) inhibition | Q15596 | HEK293 GAL4-SRC2 luciferase reporter, luminescence | inhibition, % at 9 µM | hit rate 0.17% among 370,000;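 active = inhibition above the mean inhibition of all tested compounds plus 3 SD, set per campaign, cut at about 52% in these data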;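 also: 0% = DMSO treated cells and 100% = cells given Gossypol at 36 µM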
Target sequence (Q15596 whole entry, looked up, the tested form may be a part): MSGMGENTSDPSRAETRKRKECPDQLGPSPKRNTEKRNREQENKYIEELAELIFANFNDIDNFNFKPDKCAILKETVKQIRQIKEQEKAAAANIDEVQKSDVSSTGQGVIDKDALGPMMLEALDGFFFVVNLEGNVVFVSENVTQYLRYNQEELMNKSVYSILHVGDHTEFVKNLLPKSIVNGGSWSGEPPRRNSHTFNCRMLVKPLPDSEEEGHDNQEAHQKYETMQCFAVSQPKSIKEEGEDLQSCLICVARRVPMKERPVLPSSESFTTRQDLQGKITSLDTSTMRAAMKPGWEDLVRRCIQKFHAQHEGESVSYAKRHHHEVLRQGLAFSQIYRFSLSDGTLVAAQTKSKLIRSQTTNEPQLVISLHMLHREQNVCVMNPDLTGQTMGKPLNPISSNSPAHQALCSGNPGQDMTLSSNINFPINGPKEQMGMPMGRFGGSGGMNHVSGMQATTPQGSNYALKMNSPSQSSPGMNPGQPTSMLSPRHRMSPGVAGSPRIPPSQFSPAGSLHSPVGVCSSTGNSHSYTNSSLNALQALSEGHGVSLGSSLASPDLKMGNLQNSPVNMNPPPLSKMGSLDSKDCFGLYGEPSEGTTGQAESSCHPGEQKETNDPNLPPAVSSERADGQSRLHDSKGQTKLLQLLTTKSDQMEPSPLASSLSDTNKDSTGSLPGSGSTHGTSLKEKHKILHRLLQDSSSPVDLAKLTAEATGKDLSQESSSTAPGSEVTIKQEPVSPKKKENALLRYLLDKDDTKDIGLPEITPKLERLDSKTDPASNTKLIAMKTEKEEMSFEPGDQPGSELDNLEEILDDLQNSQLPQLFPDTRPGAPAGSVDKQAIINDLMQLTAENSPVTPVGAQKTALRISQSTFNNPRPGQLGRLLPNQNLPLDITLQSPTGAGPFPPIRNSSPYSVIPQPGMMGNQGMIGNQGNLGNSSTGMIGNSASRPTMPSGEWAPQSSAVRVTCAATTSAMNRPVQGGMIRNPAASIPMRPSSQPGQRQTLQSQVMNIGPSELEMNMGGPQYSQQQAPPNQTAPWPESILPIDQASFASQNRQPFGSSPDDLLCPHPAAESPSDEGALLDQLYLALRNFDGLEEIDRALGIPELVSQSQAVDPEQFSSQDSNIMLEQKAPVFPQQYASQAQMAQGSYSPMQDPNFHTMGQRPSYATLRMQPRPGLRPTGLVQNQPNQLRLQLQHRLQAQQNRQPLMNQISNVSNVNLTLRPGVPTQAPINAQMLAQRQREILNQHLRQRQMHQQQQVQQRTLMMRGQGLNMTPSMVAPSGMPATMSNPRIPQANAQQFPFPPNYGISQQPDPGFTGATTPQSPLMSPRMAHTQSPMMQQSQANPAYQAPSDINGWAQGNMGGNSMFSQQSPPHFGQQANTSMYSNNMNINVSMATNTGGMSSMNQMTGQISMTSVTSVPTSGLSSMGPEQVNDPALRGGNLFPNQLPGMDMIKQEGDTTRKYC
ABCB6 inh 2 = inhibitors of human ABC transporter ABCB6; Q9NP58; K562-ABCB6 porphyrin accumulation, flow cytometry, 1 h; stronger effect = lower value; fluorescence ratio to DMSO, % at 10 µM; hit rate 0.19% among 360,000; AID 602162;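 active = fluorescence ratio to DMSO below 75%, the collection mean minus 3 SD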;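 also: signal is porphyrin accumulated inside mitochondria; 100% equals median channel fluorescence of DMSO control wells; lower ratio means ABCB6 inhibition with less porphyrin fluorescence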
MC4R antagonist = blocks human MC4R cAMP signaling; P32245; MC4R-expressing cells, MTII-stimulated cAMP, LANCE TR-FRET; inhibition, % at 6.5 µM; hit rate 0.48% among 360,000;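 active = inhibition above its plate's cutoff, the mean of tested wells on that plate plus 3 SD, cut at about 29% in these data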;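 also: 0% = Melanotan II alone and 100% = Melanotan II plus saturating MCL0020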
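Assay system: U2OS cells stably expressing human melanocortin 4 receptor (MC4R) / Dosing: 6.5 µM / Timing: compound 30 min, challenge 1 h, detection 1 h / Measured by: Eu-cAMP/anti-cAMP TR-FRET, emission 671 nm / Replicates: singlicate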
Starred values were filed as active, the others as inactive; nt = not tested or not shown. This is a subset. The share of hits here may be higher or lower than overall.

1. CN(C)CCNC(=O)/C(=C/c1cccc([N+](=O)[O-])c1)NC(=O)c1ccccc1
2. O=C(CSc1nc2ncccc2[nH]1)Nc1ccc2c(c1)OCO2
3. O=C(CSc1ccccc1)NCc1ccco1
4. CCOC(=O)c1ccccc1N/C=C1\CCCC1=O
5. Clc1ncc(CN2CCN(Cc3ccccc3)CC2)s1
6. CCN(CC)C(=O)C1CCCN(Cc2nc(-c3cccs3)no2)C1 (configuration not stated)
7. CC(C)c1cc(C(=O)N2CCCC(Nc3ccc(F)cc3)C2)nc(N)n1 (configuration not stated)
8. COc1cc(OC)cc(C(=O)NC2CCSC2=O)c1 (configuration not stated)
9. CC(=O)Nc1ccc(NC(=O)CCn2nnc3ccccc32)cc1
10. Cc1ccc(NC(=O)c2ccc3c(c2)S(=O)(=O)c2ccccc2C3=O)cc1S(=O)(=O)N1CCOCC1

assay / entry	1	2	3	4	5	6	7	8	9	10
MC4R barr agon	-2.8	-0.4	-2.0	-0.1	-0.3	-3.0	-1.7	-2.3	-0.8	-0.4
Glyco luc inh	3	1	1	4	0	1	1	-3	-1	-1
HTR2A ag	2	-1	15*	-1	1	-1	16*	2	-3	9
ABHD5 PLIN5 PPI	6	-6	5	-4	0	3	2	-1	-1	1
TLR9-MyD88 inh	-5	nt	7	-10	-4	6	-2	8	-2	8
Cardio protect	-1	15	1	-1	0	-3	1	6	3	18
NOD2 RIPK2 PPI	2	-12	8	-3	-2	2	4	-7	-2	-9
SRC2 inh	-8	8	-21	-33	15	-14	5	-14	-17	15
ABCB6 inh 2	94	97	107	97	98	93	95	92	100	93
MC4R antagonist	-6	0	3	4	5	6	0	-1	8	2

Record cards (already shown). Values in the order: MC4R barr agon	Glyco luc inh	HTR2A ag	ABHD5 PLIN5 PPI	TLR9-MyD88 inh	Cardio protect	NOD2 RIPK2 PPI	SRC2 inh	ABCB6 inh 2	MC4R antagonist
Entry for `CC(=O)Nc1ccc(NC(=O)CCn2nnc3ccccc32)cc1` = -0.8	-1	-3	-1	-2	3	-2	-17	100	8
Entry for `CCOC(=O)c1ccccc1N/C=C1\CCCC1=O` = -0.1	4	-1	-4	-10	-1	-3	-33	97	4
Entry for `COc1cc(OC)cc(C(=O)NC2CCSC2=O)c1` (configuration not stated) = -2.3	-3	2	-1	8	6	-7	-14	92	-1

(next part)
11. CCOc1ccc(-c2cc(C(=O)N/N=C/c3cccnc3)c3ccccc3n2)cc1
12. O=C(NNC(=O)C1C2C=CC(C2)C1C(=O)O)c1ccccc1 (configuration not stated)
13. O=C(CNC(=O)c1ccc(Cl)cc1Cl)NCC(=O)Nc1ccccc1N1CCOCC1
14. O=C(Nc1ccccc1)NC1(C(=O)N2CCN(C(=O)c3ccco3)CC2)CCCCC1
15. COc1cc(C(=O)NCC2CCCO2)ccc1OCc1ccccc1Cl (configuration not stated)
16. C[C@H](CO)N1C[C@H](C)[C@@H](CN(C)Cc2ccc(C(=O)O)cc2)Oc2c(NC(=O)C3CC3)cccc2C1=O
17. CCC1(C)Cc2ccccc2-c2nc3n(c(=O)c21)CCS3 (configuration not stated)
18. CC(C)C(OC(=O)c1cccs1)C(=O)NCCc1ccccc1 (configuration not stated)
19. COc1ccccc1-c1cc(C(F)(F)F)nc(N2CCCCC2)n1
20. Nc1ccc2c(c1)C(=O)c1ccc(Br)cc1-2

assay / entry	11	12	13	14	15	16	17	18	19	20
MC4R barr agon	-4.8	-1.4	-1.3	-0.4	-0.2	0.1	1.1	-0.7	-0.8	-0.5
Glyco luc inh	2	2	2	0	-2	0	4	-1	-1	2
HTR2A ag	-9	3	-1	2	3	6	-1	7	1	-1
ABHD5 PLIN5 PPI	1	-4	3	3	9	5	2	1	-1	9
TLR9-MyD88 inh	3	1	4	1	4	-5	-1	-5	2	-15
Cardio protect	-7	3	-3	0	1	13	4	-3	-3	-9
NOD2 RIPK2 PPI	0	-17	-8	-14	0	-6	-1	7	-9	-15
SRC2 inh	-72	-19	10	-3	14	2	19	-65	-28	-27
ABCB6 inh 2	107	174	90	89	86	101	107	92	101	96
MC4R antagonist	-23	-9	2	-6	2	8	-2	14	3	-11

21. CCOC(=O)C1CCCN(c2nc3ccccc3nc2C(C#N)C(=O)OCCOC)C1 (configuration not stated)
22. CN(C(=O)CCCN1CCCC1=O)C1CCCN(Cc2ccccc2F)C1 (configuration not stated)
23. Cc1cnc(C)c(N2CCN(Cc3nc(-c4ccccc4)no3)CC2)n1
24. COc1ccc(C(=O)OCC(=O)Nc2cc(C)c(C)cc2[N+](=O)[O-])cc1
25. Cc1noc(C)c1S(=O)(=O)NC(=O)C1(C)CCN1C(=O)c1ccccc1CCc1ccccc1 (configuration not stated)
26. CC(C)CCSc1nc(N2CCOCC2)c2c(c1C#N)CC(C)(C)OC2
27. Cc1cccc(/C=N/n2c(C3CCCCC3)n[nH]c2=S)c1
28. COc1ccccc1-c1coc2cc(OC(=O)/C=C/c3ccccc3)ccc2c1=O
29. COc1ccc(NC(=O)N(C)C[C@H]2Oc3ncc(Br)cc3C(=O)N([C@H](C)CO)C[C@@H]2C)cc1
30. COc1cccc(N2CC(=O)Nc3c(oc4nc(-c5ccccc5)cc(C)c34)C2=O)c1

assay / entry	21	22	23	24	25	26	27	28	29	30
MC4R barr agon	0.0	-4.1	-2.5	1.0	-1.1	3.7	2.6	-0.3	1.2	-0.8
Glyco luc inh	4	-1	2	1	0	-1	0	5	2	4
HTR2A ag	-7	1	-4	4	-3	1	8	-3	-2	-1
ABHD5 PLIN5 PPI	0	1	2	-3	0	-10	-3	1	-1	-3
TLR9-MyD88 inh	3	4	2	8	nt	-7	3	-1	11	-11
Cardio protect	22	-2	-6	-4	-1	-12	-7	-4	16	13
NOD2 RIPK2 PPI	10	-10	1	5	10	1	11	-2	-5	-1
SRC2 inh	-1	19	-8	-28	-2	-16	nt	-26	10	-23
ABCB6 inh 2	99	99	93	57*	94	88	91	98	100	103
MC4R antagonist	4	-3	-5	0	-1	10	7	17	5	-11

31. Nc1nc2cc(Br)ccc2o1
32. CCOC(=O)c1ccc(NC(=O)C2CCN(S(=O)(=O)c3ccccc3)CC2)cc1
33. CC(=O)Nc1ccc(NC(=O)C(C)OC(=O)c2cccc(S(=O)(=O)N3CCCCC3)c2)cc1 (configuration not stated)
34. CCCc1nn(C)c(C(=O)Nc2ccc(C)c(C)c2)c1Cl
35. CCCCNC(=O)Cc1ccc(C)cc1
36. CCCn1c(SCC(=O)c2ccc(CC)cc2)n[nH]c1=O
37. NC(=O)c1nn(-c2ccccc2)nc1NC(=O)CN1CCOCC1
38. Clc1cccc(Cl)c1CSc1nnc2ccccn12
39. CC1CC1C(=O)OCC(=O)Nc1ncc(Cl)cc1Cl (configuration not stated)
40. Cc1ccc(NCc2ccco2)cc1C

assay / entry	31	32	33	34	35	36	37	38	39	40
MC4R barr agon	2.1	-0.5	-3.0	3.6	-0.7	-0.7	-0.2	1.9	-4.1	-2.9
Glyco luc inh	1	-3	0	-2	0	2	0	2	2	0
HTR2A ag	2	-3	-5	5	8	4	2	-1	-3	3
ABHD5 PLIN5 PPI	6	3	3	0	0	-9	-11	-7	-6	-5
TLR9-MyD88 inh	-4	-23	-4	-13	-3	5	-2	-4	-3	-2
Cardio protect	-1	-24	2	-13	7	2	-1	2	2	-26
NOD2 RIPK2 PPI	-10	4	-3	5	-11	-12	3	-5	-2	5
SRC2 inh	-14	7	-22	-33	-12	-5	-15	13	-15	-8
ABCB6 inh 2	95	98	87	104	92	103	105	97	100	98
MC4R antagonist	-5	6	20	7	15	9	5	1	-2	-2

41. O=C1NC[C@H](Cc2ccccc2)N(CC2CCN(CCCC3CCCC3)CC2)C1=O
42. CCOc1ccc(NC(=O)CN(C)C(=O)C(C)Oc2ccc(Cl)cc2)cc1OCC (configuration not stated)
43. O=c1oc2ccccc2cc1-c1ccc(O)cc1O
44. CC(CCC(=O)O)C1CC[C@@]2(C)C3C(=O)CC4C(C)(C)C(O)CC[C@]4(C)C3C(=O)C[C@]12C (some centres not stated)
45. O=C(CSc1nnnn1-c1ccccc1)Nc1ncc(Cc2cccc(Cl)c2Cl)s1
46. COc1ccccc1N1CCN(C(=O)N2CCOCC2)CC1
47. Cc1ccccc1NC(=O)CSc1nc(N)c(C#N)cc1C#N
48. CC(C)C1C(=O)N(Cc2cn(CC3CCCCC3)nn2)CCS(=O)(=O)N1Cc1ccc(-c2ccccc2)cc1 (configuration not stated)
49. Cn1c(=O)[nH]c(=O)c2c1nc(N1CCOCC1)n2CC(O)COc1ccccc1 (configuration not stated)
50. COC(=O)n1c(=O)oc2ccc(S(=O)(=O)N3CCCCC3)cc21

assay / entry	41	42	43	44	45	46	47	48	49	50
MC4R barr agon	-1.2	-2.4	2.1	-0.8	-1.9	0.6	-1.9	1.5	-3.4	-0.1
Glyco luc inh	3	6	1	2	4	4	-2	-7	6	0
HTR2A ag	0	0	0	1	-3	3	0	1	-5	-1
ABHD5 PLIN5 PPI	5	7	2	2	-4	3	1	-1	-5	-4
TLR9-MyD88 inh	-15	6	-6	-8	-3	-3	6	-7	1	-3
Cardio protect	-4	2	5	0	-7	1	4	-2	27	12
NOD2 RIPK2 PPI	-3	-3	-17	3	-11	-6	-4	-6	-24	-10
SRC2 inh	-16	-40	8	4	-19	-47	12	2	-2	-3
ABCB6 inh 2	108	100	95	97	97	103	103	92	104	99
MC4R antagonist	-7	7	7	2	1	0	2	1	-2	-4
